Bioassay records from PubChem.
XBP1 UPR activ – activators of adaptive arm of unfolded protein response (XBP1). 0.33% of 330,000 active. CHO-XBP1 luciferase reporter, IRE1-XBP1 UPR activation, luminescence; percent of tunicamycin response, DMSO as zero. activation, % at 20 µM;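 active means versus positive control, 20 µM dose yields 30% or more activation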;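 further: 100% = tunicamycin at 10 µg/mL and 0% = DMSO only wells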
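Material: CHO-XBP1 cells stably carrying IRE1-XBP1-driven luciferase reporter | Medium: F12 with 10% serum | Compound dosing: 20 µM single concentration, DMSO 1% | Incubation: Overnight seeding at 37 °C, 6 h compound treatment at 37 °C | Detection: Steady-Glo luminescence read | Read-out basis: % activation of reporter signal versus tunicamycin and DMSO controls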
tim23-1 inh – growth inhibitors of tim23-1 mutant yeast; inhibition, % at 20 µM; 1.3% of 330,000 active; S. cerevisiae tim23-1 growth, BacTiter-Glo luminescence, 24 h; AID 463212;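 active means growth inhibition of the mutant yeast at or above 50%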;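 further: temperature-sensitive mutant grown at 25 °C; plate controls were DMSO-treated mutant yeast for no effect and medium wells lacking yeast for full effect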
UPR CHOP act – activators of apoptotic arm of unfolded protein response (CHOP). 0.34% of 330,000 active. AID 449763. CHO-CHOP luciferase reporter, UPR activation, luminescence; percent of tunicamycin response over DMSO baseline. activation, % at 10 µM;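 active means at 10 µM dose, activation of 40% or more, normalized to positive control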;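 further: 100% = tunicamycin at 10 µg/mL and 0% = DMSO alone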
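Test system: CHO-CHOP cells, stable luciferase reporter of PERK-eIF2a-CHOP signalling | Quantity: 500 CHO-CHOP cells per well | Buffer or medium: F12 plus 10% serum | Compound dosing: 10 µM single point, 0.5% DMSO | Schedule: 6 h compound treatment, 37 °C | Signal: Luciferase luminescence | Control set: Tunicamycin high control, DMSO low control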
EBI2 antag – EBI2 (human) antagonism; P32249; EBI2 beta-arrestin recruitment, luminescence, 7a,25-OHC stimulated; inhibition, % at 5 µM; 0.81% of 360,000 active; AID 651636; in the data active means inhibition above about 38%;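 further: enzyme fragment complementation signal reports receptor beta-arrestin coupling in cells; 0% = agonist plus DMSO wells and 100% = wells without agonist; some results beyond the cut were filed as inactive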
Mdm2-MdmX inh – inhibitors of human Mdm2/MdmX interaction. O15151+Q00987. SaOS-2 split-luciferase Mdm2/MdmX complementation, luminescence. inhibition, % at 8 µM. 3% of 330,000 active. AID 485346;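 active means inhibition of at least 50% at 8 µM in the primary screen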
Target sequence (O15151 whole entry, looked up): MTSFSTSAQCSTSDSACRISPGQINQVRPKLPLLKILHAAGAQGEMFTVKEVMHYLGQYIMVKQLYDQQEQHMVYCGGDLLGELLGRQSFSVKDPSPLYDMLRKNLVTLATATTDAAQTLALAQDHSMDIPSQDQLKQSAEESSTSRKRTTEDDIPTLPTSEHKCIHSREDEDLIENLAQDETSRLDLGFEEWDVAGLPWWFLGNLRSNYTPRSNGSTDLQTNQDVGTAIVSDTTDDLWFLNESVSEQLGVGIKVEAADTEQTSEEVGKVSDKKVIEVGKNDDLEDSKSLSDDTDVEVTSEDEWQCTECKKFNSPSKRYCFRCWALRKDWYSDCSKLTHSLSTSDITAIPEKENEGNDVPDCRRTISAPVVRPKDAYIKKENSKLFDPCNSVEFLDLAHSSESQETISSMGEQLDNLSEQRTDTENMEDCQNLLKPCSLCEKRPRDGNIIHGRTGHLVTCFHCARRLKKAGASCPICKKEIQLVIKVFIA
Target sequence (Q00987 whole entry, looked up): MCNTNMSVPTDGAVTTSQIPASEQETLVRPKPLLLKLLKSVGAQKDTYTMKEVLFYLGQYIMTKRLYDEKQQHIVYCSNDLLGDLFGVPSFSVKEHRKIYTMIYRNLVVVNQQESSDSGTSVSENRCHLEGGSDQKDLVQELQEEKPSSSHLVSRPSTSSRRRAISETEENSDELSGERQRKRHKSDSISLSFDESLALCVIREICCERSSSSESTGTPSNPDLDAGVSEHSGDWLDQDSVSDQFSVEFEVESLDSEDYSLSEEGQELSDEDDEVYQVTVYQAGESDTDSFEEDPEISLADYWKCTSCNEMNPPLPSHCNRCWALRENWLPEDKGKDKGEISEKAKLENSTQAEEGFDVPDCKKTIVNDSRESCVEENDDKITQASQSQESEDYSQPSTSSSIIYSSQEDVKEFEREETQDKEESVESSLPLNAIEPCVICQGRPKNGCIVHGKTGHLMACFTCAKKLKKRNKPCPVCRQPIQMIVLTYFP
APJ antag – blocks the human apelin receptor APJ | P35414 | CHO-K1 APJ beta-arrestin complementation, luminescence | inhibition, % at 20 µM | 0.32% of 330,000 active | AID 2521;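 active means inhibition above about 40% at 20 µM, limit read from the data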;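 further: cells challenged with 10 nM apelin-13 agonist together with compound; plate controls were apelin-13 plus DMSO wells for no effect and DMSO wells lacking apelin-13 for full effect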
CXCR6 block – CXCR6 (human) receptor inhibition. inhibition, % at 20 µM. CHO-K1 PathHunter CXCR6 beta-arrestin, luminescence. 0.36% of 360,000 active. O00574. AID 602244; in the data active means inhibition above about 34%, passing the limit was not always enough;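 further: antagonist mode with CXCL16 agonist at 10 nM final; 0% = 10 nM CXCL16 with DMSO and 100% = unstimulated wells without agonist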
CCR6 antag – CCR6 (human) receptor antagonism. P51684. CHO-K1 CCR6 PathHunter beta-arrestin, luminescence, CCL20-stimulated. inhibition, % at 20 µM. 0.49% of 340,000 active;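 active means compounds whose inhibition of the agonist-driven luminescence signal at 20 µM reaches about 50%, limit read from the data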;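 further: cells stimulated with CCL20 at 14 nM final; plate controls were DMSO with CCL20 for no effect and DMSO without agonist for full effect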
APJ agonist – activates the human apelin receptor APJ; P35414; CHO-K1 APJ PathHunter beta-arrestin, luminescence; 0% DMSO wells, 100% apelin; activation, % at 20 µM; 0.11% of 330,000 active; AID 2520;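 active means activation more than six SD over the plate average, tested at 20 µM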;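 further: 0% = DMSO alone and 100% = apelin-13 at 10 nM; some results filed as inactive read as strong as hits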
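Incubation: overnight seeding, 90 min compound at 25 °C, 1 h detection; test system: PathHunter CHO-K1 APJ (AGTRL-1) beta-arrestin reporter cells; amount: 1000 cells/well; doses: one dose, 20 µM compound, 1% DMSO; measured by: beta-gal luminescence; measure: agonist-driven arrestin binding to APJ; benchmarks: negative DMSO alone, positive Apelin-13 at 10 nM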
* = called active by the depositor. This is a subset, so the mix of outcomes need not match the whole.

CCCc1nnc(NC(=O)CCC(=O)NC2CC2)s1 was read as XBP1 UPR activ -2, tim23-1 inh -3, UPR CHOP act 3.3, EBI2 antag -2, Mdm2-MdmX inh 14, APJ antag 7, CXCR6 block 4, CCR6 antag 5 and APJ agonist 4.
Screening O=C(Cn1cc(C(F)(F)F)ccc1=O)Nc1ccc2c(c1)OCCO2 returned XBP1 UPR activ -2, tim23-1 inh 2, UPR CHOP act 0.6, EBI2 antag -5, Mdm2-MdmX inh 16, APJ antag -3, CXCR6 block 6, CCR6 antag 12 and APJ agonist -7.
Screening Cc1nn(-c2ccccc2)c(Cl)c1C(=O)NCCCCNC(=O)c1c(C)nn(-c2ccccc2)c1Cl returned XBP1 UPR activ -3, tim23-1 inh 12, UPR CHOP act -2.5, EBI2 antag -4, Mdm2-MdmX inh 5, APJ antag -1, CXCR6 block -3, CCR6 antag 6 and APJ agonist -2.
CC(C)OCCCNC1=C(Cl)C(=O)c2ccccc2C1=O was read as XBP1 UPR activ 2, tim23-1 inh 46, UPR CHOP act 5.6, EBI2 antag -6, Mdm2-MdmX inh 2, APJ antag -11, CXCR6 block 12, CCR6 antag 14 and APJ agonist 0.
Screening CC1CCCCN1C(=S)NC(=O)c1ccco1 (stereo unspecified) returned XBP1 UPR activ 1, tim23-1 inh 11, UPR CHOP act 0.0, EBI2 antag 8, Mdm2-MdmX inh -8, APJ antag 0, CXCR6 block 2, CCR6 antag 9 and APJ agonist -3.
`O=C(COC(=O)c1ccc(O)cc1)Nc1cccc(S(=O)(=O)NC2=NCCC2)c1` gave XBP1 UPR activ 1, tim23-1 inh 6, UPR CHOP act -0.2, EBI2 antag 0, Mdm2-MdmX inh -21, APJ antag 0, CXCR6 block -2, CCR6 antag -3 and APJ agonist -3.
`O=c1[nH]c2c(c(=O)n1Cc1ccccc1)CCC2` gave XBP1 UPR activ 0, tim23-1 inh 0, UPR CHOP act -1.5, EBI2 antag 9, Mdm2-MdmX inh 4, APJ antag 35, CXCR6 block 27, CCR6 antag 41 and APJ agonist -6.
Screening CC(C)(C)c1nc(NC(=O)Nc2ccccc2)sc1Br returned XBP1 UPR activ 6, tim23-1 inh 2, UPR CHOP act 1.3, EBI2 antag 33, Mdm2-MdmX inh 66*, APJ antag -18, CXCR6 block -17, CCR6 antag -38 and APJ agonist 1.
Screening COc1cccc(-c2ccc(NC(=O)C3CCCN(CCCn4cccn4)C3)cc2)c1 (stereo unspecified) returned XBP1 UPR activ -2, tim23-1 inh 9, UPR CHOP act 3.3, EBI2 antag -1, Mdm2-MdmX inh 28, APJ antag -1, CXCR6 block 2, CCR6 antag 10 and APJ agonist 4.
For COCC(C)n1c(C)cc(C(=O)COC(=O)c2oc3ccccc3c2C)c1C (stereo unspecified) the results were XBP1 UPR activ -1, tim23-1 inh 10, UPR CHOP act 1.8, EBI2 antag 18, Mdm2-MdmX inh 16, APJ antag 5, CXCR6 block 2, CCR6 antag 0 and APJ agonist 4.
Screening CN(C)S(=O)(=O)c1ccc(Cl)c(NC(=O)COC(=O)CCC(=O)c2cccs2)c1 returned XBP1 UPR activ 3, tim23-1 inh 4, UPR CHOP act 1.1, EBI2 antag -5, Mdm2-MdmX inh 23, APJ antag 5, CXCR6 block 4, CCR6 antag 4 and APJ agonist -2.
`O=c1c2c(-c3cccs3)csc2ncn1-n1cccc1` gave XBP1 UPR activ 3, tim23-1 inh 17, UPR CHOP act 0.2, EBI2 antag 0, Mdm2-MdmX inh 10, APJ antag 0, CXCR6 block 2, CCR6 antag -6 and APJ agonist -4.
`Cc1ccc(CNC(=O)COC(=O)c2cc3c(s2)CCC(C)C3)cc1` (stereo unspecified) gave XBP1 UPR activ -1, tim23-1 inh -11, UPR CHOP act 0.8, EBI2 antag 4, Mdm2-MdmX inh 19, APJ antag -29, CXCR6 block -8, CCR6 antag 6 and APJ agonist -3.
`Cc1cc(C(F)(F)F)nn1-c1nc(-c2ccco2)cc(C(F)(F)F)n1` gave XBP1 UPR activ -1, tim23-1 inh 25, UPR CHOP act -0.9, EBI2 antag 8, Mdm2-MdmX inh 1, APJ antag 13, CXCR6 block 13, CCR6 antag 9 and APJ agonist 1.
CSc1ccccc1COC(=O)Nc1ccccc1C was read as XBP1 UPR activ 0, tim23-1 inh 13, UPR CHOP act 2.2, EBI2 antag 4, Mdm2-MdmX inh -8, APJ antag 14, CXCR6 block 6, CCR6 antag 2 and APJ agonist -2.
CN(C)CCN(Cc1ccccc1)c1ccnc(N(C)C)c1C#N was read as XBP1 UPR activ -5, tim23-1 inh -2, UPR CHOP act 0.3, EBI2 antag -2, Mdm2-MdmX inh 21, APJ antag 9, CXCR6 block -2, CCR6 antag -8 and APJ agonist -1.
CC(C)CCCC(C)NC(=O)c1cc(S(=O)(=O)N2CCCCC2)ccc1N1CCOCC1 (stereo unspecified) was read as XBP1 UPR activ -1, tim23-1 inh 20, UPR CHOP act 2.3, EBI2 antag 24, Mdm2-MdmX inh 14, APJ antag 4, CXCR6 block 14, CCR6 antag 20 and APJ agonist -5.
CC12CCC(C(=O)Nc3ccccc3)(C/C1=N\O)C2(C)C (stereo unspecified) was read as XBP1 UPR activ -1, tim23-1 inh 7, UPR CHOP act 0.4, EBI2 antag -16, Mdm2-MdmX inh 11, APJ antag 9, CXCR6 block -6, CCR6 antag 13 and APJ agonist -3.
Screening COc1cc(/C=N/Nc2ccc(F)cc2F)cc(OC)c1O returned XBP1 UPR activ -4, tim23-1 inh 34, UPR CHOP act 0.8, EBI2 antag 17, Mdm2-MdmX inh -9, APJ antag 14, CXCR6 block 1, CCR6 antag -25 and APJ agonist -1.
Screening O=c1c2oc3ccccc3c2ncn1Cc1cccc(Cl)c1 returned XBP1 UPR activ -1, tim23-1 inh 11, UPR CHOP act 0.7, EBI2 antag 48*, Mdm2-MdmX inh 7, APJ antag 9, CXCR6 block -4, CCR6 antag 4 and APJ agonist -4.
O=C(COC(=O)/C=C/c1ccco1)NCCc1ccccc1 was read as XBP1 UPR activ -2, tim23-1 inh 3, UPR CHOP act -0.6, EBI2 antag 4, Mdm2-MdmX inh 8, APJ antag 22, CXCR6 block 8, CCR6 antag 8 and APJ agonist 2.
CC1=C(C#N)C2C(/C1=N/O)C2(C)C (stereo unspecified) was read as XBP1 UPR activ -1, tim23-1 inh -21, UPR CHOP act -1.9, EBI2 antag -4, Mdm2-MdmX inh 1, APJ antag -15, CXCR6 block 0, CCR6 antag 24 and APJ agonist -5.
CC(C)CN1C(=O)CC(Sc2ccccc2C(=O)O)C1=O (stereo unspecified) was read as XBP1 UPR activ 2, tim23-1 inh 11, UPR CHOP act -0.9, EBI2 antag -10, Mdm2-MdmX inh 0, APJ antag -4, CXCR6 block -1, CCR6 antag 0 and APJ agonist -3.
For CSc1nsc(SC)c1NC(=O)OCC1CCCO1 (stereo unspecified) the results were XBP1 UPR activ 1, tim23-1 inh 9, UPR CHOP act -1.3, EBI2 antag 5, Mdm2-MdmX inh -14, APJ antag 15, CXCR6 block 4, CCR6 antag -4 and APJ agonist -5.

2 entries drawn at random from the list so far, as already listed:
CSc1ccccc1COC(=O)Nc1ccccc1C was read as XBP1 UPR activ 0, tim23-1 inh 13, UPR CHOP act 2.2, EBI2 antag 4, Mdm2-MdmX inh -8, APJ antag 14, CXCR6 block 6, CCR6 antag 2 and APJ agonist -2.
`Cc1ccc(CNC(=O)COC(=O)c2cc3c(s2)CCC(C)C3)cc1` (stereo unspecified) gave XBP1 UPR activ -1, tim23-1 inh -11, UPR CHOP act 0.8, EBI2 antag 4, Mdm2-MdmX inh 19, APJ antag -29, CXCR6 block -8, CCR6 antag 6 and APJ agonist -3.

Further results follow:
Cc1nn(C(=O)N(C)C)c(C)c1CN1C(=O)c2ccccc2C1=O was read as XBP1 UPR activ -1, tim23-1 inh 10, UPR CHOP act 2.5, EBI2 antag -4, Mdm2-MdmX inh -7, APJ antag 8, CXCR6 block 1, CCR6 antag 5 and APJ agonist -5.
`CCCCn1c2ccccc2c2cc(CC(N)=O)ccc21` gave XBP1 UPR activ 2, tim23-1 inh 30, UPR CHOP act 1.2, EBI2 antag -6, Mdm2-MdmX inh 17, APJ antag 26, CXCR6 block 6, CCR6 antag 10 and APJ agonist -2.
Screening COc1cccc(NC(=O)CN(C)C(=O)CSCc2nc3scc(-c4cccs4)c3c(=O)[nH]2)c1 returned XBP1 UPR activ -1, tim23-1 inh 5, UPR CHOP act -1.5, EBI2 antag -6, Mdm2-MdmX inh 14, APJ antag 16, CXCR6 block 5, CCR6 antag 3 and APJ agonist -4.
`CN1CCN(S(=O)(=O)c2cccc(C(=O)N(C)CC(=O)Nc3ccc(F)c(F)c3F)c2)CC1` gave XBP1 UPR activ 1, tim23-1 inh 15, UPR CHOP act 0.2, EBI2 antag 14, Mdm2-MdmX inh 5, APJ antag 0, CXCR6 block -6, CCR6 antag 1 and APJ agonist -6.
For CC(=O)Nc1ccc(S(=O)(=O)N2CCC(NC(=O)c3ccco3)CC2)cc1 the results were XBP1 UPR activ 0, tim23-1 inh -1, UPR CHOP act -1.0, EBI2 antag -12, Mdm2-MdmX inh 9, APJ antag -3, CXCR6 block 4, CCR6 antag -10 and APJ agonist -2.
For CCOc1ccccc1N(CC(=O)NCC1CCCO1)C(=O)CNS(=O)(=O)c1ccccc1 (stereo unspecified) the results were XBP1 UPR activ -1, tim23-1 inh 2, UPR CHOP act -0.4, EBI2 antag 9, Mdm2-MdmX inh 22, APJ antag 13, CXCR6 block 0, CCR6 antag 15 and APJ agonist -2.
COC(=O)[C@H](Cc1ccccc1)NC(=O)c1cc(COc2c(F)cccc2F)on1 was read as XBP1 UPR activ 5, tim23-1 inh 12, UPR CHOP act 5.3, EBI2 antag -3, Mdm2-MdmX inh -63, APJ antag -11, CXCR6 block 2, CCR6 antag 17 and APJ agonist 7.
Screening CC(C(=O)c1ccc(Br)cc1)[n+]1cccc(NC(=O)c2ccccc2)c1 (stereo unspecified) returned XBP1 UPR activ 1, tim23-1 inh -7, UPR CHOP act 0.7, EBI2 antag -12, Mdm2-MdmX inh -39, APJ antag 5, CXCR6 block -2, CCR6 antag 6 and APJ agonist 0.
For COc1ccc(NC(=O)CCCc2nc3ccccc3c(=O)[nH]2)cc1Cl the results were XBP1 UPR activ -3, tim23-1 inh 8, UPR CHOP act 0.4, EBI2 antag 0, Mdm2-MdmX inh 25, APJ antag 8, CXCR6 block -3, CCR6 antag 10 and APJ agonist -2.
Cc1ccc(NC(=S)NC2CCSc3ccccc32)cc1C (stereo unspecified) was read as XBP1 UPR activ -3, tim23-1 inh 45, UPR CHOP act 3.0, EBI2 antag 1, Mdm2-MdmX inh 26, APJ antag 7, CXCR6 block -15, CCR6 antag 21 and APJ agonist -2.
Cc1cc(O)cc(=O)n1Cc1ccccc1 was read as XBP1 UPR activ -1, tim23-1 inh 9, UPR CHOP act -2.3, EBI2 antag 0, Mdm2-MdmX inh -18, APJ antag 14, CXCR6 block 0, CCR6 antag -8 and APJ agonist 0.
